Efflux pump mplx – inhibitors of Candida efflux pumps in yeast, primary screen, S. cerevisiae, Nile Red, multiplex | S. cerevisiae Candida pump triplex | inhibition, % at 10 µM | 330,000 tested, 0.44% active | AID 485275, 2010;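 active = plate passing quality check with inhibition over a set limit, or well fluorescence over plate mean plus 4 SD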;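 also: Nile Red retained in pooled yeast measured as flow cytometry median fluorescence; 0% = buffer negative control and 100% = Enniatin B positive control; higher means more Nile Red kept so more efflux inhibition; some compounds called inactive have numbers as strong as hits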
CIT2-GFP yeast – modulators of CIT2-GFP expression in yeast, primary screen, S. cerevisiae, GFP fusion, multiplex flow cytometry, MLPCN library; S. cerevisiae CIT2-GFP strain, 3 h; 100 means same as DMSO wells; GFP response vs DMSO, % at 10 µM; 320,000 tested, 0.065% active; AID 2029, 2009;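 active = GFP response relative to DMSO above a set limit, near the screen mean plus 3 SD, cut at about 150% in these data; inconclusive = Fewer than 70 cells measured for a yeast strain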;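 also: ratio of well median GFP fluorescence to mean of DMSO wells on the plate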
AGP1-GFP MLPCN – modulators of AGP1-GFP expression in yeast TOR pathway, primary screen, cell-based, multiplex flow cytometry, S. cerevisiae, MLPCN library. 3 h; GFP as percent of DMSO wells. GFP response vs DMSO, % at 10 µM. 320,000 tested, 0.02% active. AID 2066, 2009;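 active = GFP response relative to DMSO above a set limit, near screen average plus 3 SD, cut at about 150% in these data; inconclusive = fewer than 70 cells counted for the yeast strain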;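 also: median GFP channel fluorescence of the gated AGP1 strain per well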
AHR activator – AHR activators, primary screen, cell-based, luminescence, luciferase reporter, human; Aryl hydrocarbon receptor (Homo sapiens), P35869; AHR-responsive luciferase reporter cells; activation, % at 5 µM; 320,000 tested, 2.5% active; in the data active = activation above about 47%;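 also: 0% = vehicle wells and 100% = reference agonist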
Target sequence (P35869 whole entry, looked up): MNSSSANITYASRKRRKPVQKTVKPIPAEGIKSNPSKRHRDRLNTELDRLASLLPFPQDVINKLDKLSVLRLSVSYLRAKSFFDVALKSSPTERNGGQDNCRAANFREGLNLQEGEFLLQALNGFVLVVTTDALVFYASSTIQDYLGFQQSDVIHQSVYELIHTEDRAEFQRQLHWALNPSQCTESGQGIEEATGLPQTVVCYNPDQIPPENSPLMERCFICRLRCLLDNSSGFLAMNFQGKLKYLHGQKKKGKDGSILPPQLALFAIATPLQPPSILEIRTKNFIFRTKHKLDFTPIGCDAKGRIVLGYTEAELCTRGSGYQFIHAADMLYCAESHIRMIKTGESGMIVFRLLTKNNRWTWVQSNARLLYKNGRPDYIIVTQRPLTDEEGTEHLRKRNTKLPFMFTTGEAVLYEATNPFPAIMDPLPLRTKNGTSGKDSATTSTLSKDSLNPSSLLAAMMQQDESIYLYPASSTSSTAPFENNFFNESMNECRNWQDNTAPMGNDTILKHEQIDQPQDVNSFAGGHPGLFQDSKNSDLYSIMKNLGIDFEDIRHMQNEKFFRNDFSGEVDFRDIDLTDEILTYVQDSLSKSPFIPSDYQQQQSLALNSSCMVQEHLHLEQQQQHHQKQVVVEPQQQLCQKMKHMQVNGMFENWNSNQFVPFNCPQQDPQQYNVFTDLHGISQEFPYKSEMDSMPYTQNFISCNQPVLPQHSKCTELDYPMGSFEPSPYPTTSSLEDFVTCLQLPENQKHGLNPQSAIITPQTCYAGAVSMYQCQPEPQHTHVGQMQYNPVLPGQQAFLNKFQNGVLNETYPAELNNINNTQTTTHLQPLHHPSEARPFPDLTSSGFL
LAP4 TOR yeast – modulators of LAP4-GFP expression in yeast, primary screen, S. cerevisiae, multiplex flow cytometry, MLPCN library; 3 h; median GFP as percent of DMSO wells; GFP response vs DMSO, % at 10 µM; 320,000 tested, 0.34% active; AID 2023, 2009;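 active = GFP response vs DMSO above a set limit, about the screen mean plus 3 SD, cut at about 150% in these data; inconclusive = under 70 cell events counted for the yeast strain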
CR mimetic SO – reduction of superoxide in aged yeast, primary screen, HTS. S. cerevisiae aged cells, superoxide DHE fluorescence; active compounds read low. superoxide response (% of plate mean), % at 10 µM. 330,000 tested, 0.18% active. AID 2690, 2010;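 active = superoxide response under a set limit, about three screen SD below normal, cut at about 65% in these data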;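 also: yeast aged for seven days with compound at 30 °C before DHE staining; 100% = average MFI of all compound-treated wells on the plate with controls excluded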
MEP2-GFP yeast – modulators of MEP2-GFP levels in yeast, primary screen, S. cerevisiae, multiplex flow cytometry, MLPCN library. AID 2016, 2009. GFP response vs DMSO, % at 10 µM. 330,000 tested, 0.51% active. S. cerevisiae MEP2-GFP strain, 3 h; 100% = DMSO control level;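 active = GFP response versus DMSO above a set limit, roughly screen mean plus 3 SD, cut at about 180% in these data; inconclusive = fewer than 70 cells counted for a yeast strain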;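 also: median GFP fluorescence of the barcode-gated MEP2-GFP cells per well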
RPL19A-GFP yeast – RPL19A-GFP expression modulators in yeast, primary screen, cell-based, S. cerevisiae, multiplex flow cytometry, MLPCN; percent response vs DMSO, % at 10 µM; 330,000 tested, 0.3% active; S. cerevisiae RPL19A-GFP strain, 3 h; active compounds read low;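 active = percent response vs DMSO below 50%; inconclusive = fewer than 70 events counted for the yeast strain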;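 also: median channel GFP fluorescence of the barcoded RPL19A-GFP strain; ratio of sample median GFP to plate DMSO average so 100% = DMSO; lower means less RPL19A-GFP as with rapamycin TOR inhibition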
Numbers without * were called inactive; ? = inconclusive; . = not tested or not shown; [ ] = remark or other dose.

entry	canonical_smiles	Efflux pump mplx	CIT2-GFP yeast	AGP1-GFP MLPCN	AHR activator
1	COC(=O)/C(=C\C(=O)c1ccccc1)Nc1ccc(OC)cc1	0.2	77	90	5
2	Cc1ccc(C(=O)Nc2ccc3nccnc3c2)cc1	-0.3	84	109	-13
3	COc1ccc(C2=NN(C(=O)CCC(=O)O)C(c3ccccc3OC)C2)cc1 (configuration not stated)	-0.1	110	108	17
4	C/C(=N\NC(=O)c1cccs1)c1c(O)cc(C)oc1=O	1.2	107	102	16
5	CN(C)C1=NCCN1CCC1CCCC1	0.0	69	76	0
6	O=C(Nc1ccc(Br)cc1)Nc1ccccc1F	0.2	102	88	9
7	CCN(CC)CC(=O)Nc1ccc2c(c1)Nc1ccccc1CC2	-0.1	104	105	31
8	Cc1ccc2nc(/C(C#N)=C\c3cc(O)ccc3[N+](=O)[O-])[nH]c2c1	0.1	94	102	25
9	CCOc1ccc(NC(=O)CSc2nnc(C3CC3)n2C)cc1	0.1	83	97	1
10	Cc1nnc(N2CCOCC2)c2ccccc12	-0.1	85	102	1
11	CSc1ccccc1NC(=O)Cc1ccc(Br)cc1	-0.1	92	100	-1
12	COc1ccc(OCC(=O)NNC(=O)Nc2cccc(Cl)c2)cc1	0.0	91	91	.
13	C=CCn1c(-c2ccc3ncccc3c2)n[nH]c1=S	-0.1	104	113	0
14	CCn1c(=O)c2cc(C(=O)NCCOC)sc2c2ccccc21	-0.1	100	92	6
15	CCc1nc2sc3c(c2c(=O)n1N)CC(C)(C)OC3	0.0	99	100	4

entry	LAP4 TOR yeast	CR mimetic SO	MEP2-GFP yeast	RPL19A-GFP yeast
1	111	105	90	91
2	?	69	?	104
3	86	102	102	106
4	88	100	101	108
5	106	108	91	96
6	100	106	101	101
7	105	110	112	101
8	102	90	106	98
9	96	103	97	94
10	98	81	101	100
11	104	99	101	109
12	82	98	112	114
13	119	91	98	95
14	92	87	100	100
15	91	96	102	103

(further entries)
entry	canonical_smiles	Efflux pump mplx	CIT2-GFP yeast	AGP1-GFP MLPCN	AHR activator
16	CCOc1cc(CNc2ccc3[nH]c(=O)[nH]c3c2)ccc1OCC(=O)NC(C)(C)C	-0.1	95	107	0
17	Cc1ccc(N2CC(C(=O)OCC(=O)Nc3ccccc3C)CC2=O)cc1 (configuration not stated)	0.1	89	90	-1
18	Cc1ccc(NC(=O)CSCC(=O)N2CCN(c3cccc(C(F)(F)F)c3)CC2)cc1	-0.1	88	108	1
19	O=C(NCc1ccccc1)c1ccc2c(c1)C(=O)N(CC1CCCO1)C2=O (configuration not stated)	0.1	95	100	2
20	N#C/C(=C(/O)CCl)c1nc2ccccc2[nH]1	-0.3	89	93	23
21	Cn1c(CCC(=O)OCC(=O)NCc2ccc3c(c2)OCO3)nc(=O)c2ccccc21	-0.2	88	91	-2
22	O=C(COC(=O)c1ccc2c(c1)OCCO2)NCCC1=CCCCC1	-0.1	100	102	1
23	COc1ccc(-c2nc3ccccc3c(=O)n2-c2c(C)n(C)n(-c3ccccc3)c2=O)cc1	0.1	93	98	0
24	O=S(=O)(Nc1cc(S(=O)(=O)N2CCOCC2)ccc1N1CCCC1)c1cccs1	-0.1	95	102	2
25	CCN(CC)C(=O)C[n+]1cccc(/C=N/O)c1	-0.1	104	107	-2
26	CC1=C(C(=O)OCc2ccccc2)C(c2ccc([N+](=O)[O-])cc2)NC(=O)N1 (configuration not stated)	-0.1	105	102	0
27	O=C1C2C3C=CC(C3)C2C(=O)N1c1nccs1 (configuration not stated)	0.1	103	109	-2
28	CC[n+]1cc(-c2ccccc2)nc(N2CCOCC2)n1	0.1	92	94	4
29	COC(=O)C1CCN(C(=O)COC(=O)c2n[nH]c3ccccc23)CC1	0.2	93	96	7
30	O=C1OC(Nc2nc(-c3ccc(F)cc3)cs2)c2ccccc21 (configuration not stated)	0.0	106	96	.

entry	LAP4 TOR yeast	CR mimetic SO	MEP2-GFP yeast	RPL19A-GFP yeast
16	114	98	103	103
17	86	107	89	90
18	105	110	97	98
19	92	94	97	97
20	95	102	110	88
21	82	85	89	98
22	106	89	104	100
23	104	114	94	96
24	114	100	91	98
25	97	116	107	112
26	95	98	104	102
27	101	91	109	103
28	94	147	100	97
29	104	113	105	99
30	102	98	121	104

Later entries.
entry	canonical_smiles	Efflux pump mplx	CIT2-GFP yeast	AGP1-GFP MLPCN	AHR activator
31	O=C(c1ccc(F)cc1Cl)N(c1ccccn1)C1CCCCC1	0.0	95	101	-2
32	COc1cccc(C(=O)N/N=C/c2ccc(OC3CSC3)cc2)c1	-0.1	97	99	1
33	Cc1ccc(C(=O)N/N=C\c2ccc([N+](=O)[O-])s2)cn1	-0.1	?	21[may fluoresce violet]	-2
34	Oc1ccc(-n2nnnc2SCc2ccccc2Br)cc1	0.0	104	99	.
35	Clc1cccc(Cl)c1/C=C/c1nc2ccccc2[nH]1	0.8	96	99	8
36	CC[N+](CC)(CC)CC(=O)Nc1ccc(SC(F)F)cc1	0.0	105	104	-1
37	COc1cc(C(=O)NCCOC(=O)c2cccc(N(C)C)c2)cc(OC)c1OC	0.0	97	96	1
38	COc1ccccc1N1CCN(C(=O)c2ccc(CN3CCc4ccccc4C3)cc2)CC1	0.0	107	101	3
39	Nn1c(SCc2nc3ccccc3[nH]2)nnc1-c1cccnc1	0.0	106	106	5
40	C=C[C@@H]1c2ccccc2N(S(=O)(=O)c2ccc(C)cc2)[C@H](c2ccccc2)C1(C#N)C#N	-0.2	109	105	3
41	O=C(O)c1ccc2c(c1)C(=O)N(N1C(=O)c3ccccc3C1=O)C2=O	0.2	97	98	1
42	O=C(NC(=S)N1CCCCC1c1cccnc1)c1ccccc1 (configuration not stated)	0.0	98	98	-2
43	O=C(NCCCN1CCOCC1)C(=O)NCC1OCCN1S(=O)(=O)c1ccc(F)cc1 (configuration not stated)	0.0	104	101	-2
44	O=C(COC(=O)/C=C/c1ccccc1Cl)Nc1cccnc1Cl	0.2	98	89	-2
45	Cn1c(CN2CCCC2)nc2cc(NS(=O)(=O)c3ccccc3)ccc21	0.0	106	103	0

entry	LAP4 TOR yeast	CR mimetic SO	MEP2-GFP yeast	RPL19A-GFP yeast
31	88	100	97	98
32	104	104	102	101
33	75[may fluoresce violet]	105	311*[may fluoresce violet]	49*[may fluoresce violet]
34	95	94	113	102
35	109	90	101	97
36	99	92	101	104
37	93	94	107	101
38	101	95	102	105
39	104	101	101	102
40	102	105	96	102
41	89	121	106	105
42	101	90	93	97
43	103	102	106	104
44	96	122	93	104
45	98	92	103	101

Ordered by number of heavy atoms (ascending): part of the list above.
entry	canonical_smiles	Efflux pump mplx	CIT2-GFP yeast	AGP1-GFP MLPCN	AHR activator
36	CC[N+](CC)(CC)CC(=O)Nc1ccc(SC(F)F)cc1	0.0	105	104	-1
40	C=C[C@@H]1c2ccccc2N(S(=O)(=O)c2ccc(C)cc2)[C@H](c2ccccc2)C1(C#N)C#N	-0.2	109	105	3
38	COc1ccccc1N1CCN(C(=O)c2ccc(CN3CCc4ccccc4C3)cc2)CC1	0.0	107	101	3

entry	LAP4 TOR yeast	CR mimetic SO	MEP2-GFP yeast	RPL19A-GFP yeast
36	99	92	101	104
40	102	105	96	102
38	101	95	102	105

Further records:
entry	canonical_smiles	Efflux pump mplx	CIT2-GFP yeast	AGP1-GFP MLPCN	AHR activator
46	O=C(O)[C@@H]1CC(O)CN1C(=O)CCc1c[nH]c2ccccc12 (some centres not stated)	-0.1	86	94	.
47	COc1ccccc1C(=O)NNC(=O)c1ccc2ccccc2c1	-0.1	108	103	25
48	CCOC(=O)COc1c(OC)cc(Cl)cc1C1Nc2ccccc2C(=O)N1c1ccccc1 (configuration not stated)	0.2	73	81	5
49	Cc1ccc2cccc(NC(=O)c3ccc(Br)o3)c2n1	-0.1	107	97	14
50	COc1ccc(C(=O)O/N=C(\N)Cc2ccc(Cl)cc2)cc1OC	-0.1	104	95	0
51	CC(=O)N1CCc2c(sc3c2c(=O)n(Cc2ccccc2)c(=O)n3CC(=O)NCC2CCCO2)C1 (configuration not stated)	-0.3	93	92	-1
52	CCCCN(CC)CCCNC(=O)c1cc2cc3ccc(OC)cc3nc2o1	-0.1	89	100	7
53	CC(C(=O)Nc1cccnc1)C1Sc2ccccc2NC1=O (configuration not stated)	-0.1	102	95	6
54	Cc1ccc(C(O)CSc2nnc(-c3ccc4ccccc4c3)n2C)cc1 (configuration not stated)	0.1	110	115	1
55	O=C(CSc1nnc(-c2ccccc2O)o1)NC1CCCCC1	0.6	95	104	-7
56	COc1cc([N+](=O)[O-])ccc1NC(=O)CSc1nnc(C)c(C)n1	-0.1	106	103	4
57	CC(=O)N1CC(C)Oc2ccc(S(=O)(=O)NC(CC(=O)O)c3cc(C)ccc3C)cc21 (configuration not stated)	0.1	100	113	-2
58	COC(=O)c1ccc(N2NC(=O)/C(=C/c3cc(OC)c(O)c(OC)c3)C2=O)cc1	0.0	109	103	1
59	NS(=O)(=O)c1ccc(NC(=S)NC(=O)c2cccs2)cc1	-0.3	96	104	1
60	CCc1ccc(NC(=O)C2CCCN2C(=O)NC2CCCCC2)cc1 (configuration not stated)	-0.1	102	102	0

entry	LAP4 TOR yeast	CR mimetic SO	MEP2-GFP yeast	RPL19A-GFP yeast
46	106	90	100	97
47	102	96	113	111
48	81	101	94	112
49	91	114	97	95
50	102	107	101	98
51	103	86	95	94
52	93	101	100	100
53	89	90	100	98
54	115	95	94	99
55	97	113	102	101
56	108	90	112	99
57	107	86	94	102
58	93	100	105	99
59	105	101	97	97
60	104	97	101	98

The list goes on.
entry	canonical_smiles	Efflux pump mplx	CIT2-GFP yeast	AGP1-GFP MLPCN	AHR activator
61	COCCN(C(=O)COC(=O)CCOc1ccccc1C)c1c(N)n(Cc2ccccc2)c(=O)[nH]c1=O	0.0	101	108	0
62	CCn1c(CNC(=O)c2cccc(C)c2)nnc1SCC(=O)N1CCOCC1	3.5	106	102	-1
63	O=C1CC(c2ccccc2)CC(=O)C1=CN1CCCC1 (configuration not stated)	-0.1	76	86	0
64	COc1cc(OC)cc(C(=O)NC(=S)Nc2cccnc2)c1	0.0	99	100	26
65	O=C(CSc1ccccn1)N1CCN(c2ncc(C(F)(F)F)cc2Cl)CC1	-0.2	91	102	-5
66	Cc1cc(C)c(S(=O)(=O)N2CCCCC2CCNC(=O)C(=O)NCc2ccccn2)c(C)c1 (configuration not stated)	-0.1	98	107	-1

entry	LAP4 TOR yeast	CR mimetic SO	MEP2-GFP yeast	RPL19A-GFP yeast
61	114	90	98	101
62	101	97	110	109
63	87	116	84	99
64	95	101	99	101
65	108	102	93	97
66	104	103	101	97

Entries of single compounds as entered above. Screens in order: Efflux pump mplx	CIT2-GFP yeast	AGP1-GFP MLPCN	AHR activator	LAP4 TOR yeast	CR mimetic SO	MEP2-GFP yeast	RPL19A-GFP yeast
Shown for Cc1ccc(C(=O)Nc2ccc3nccnc3c2)cc1 = -0.3	84	109	-13	?	69	?	104
Shown for O=C(NCc1ccccc1)c1ccc2c(c1)C(=O)N(CC1CCCO1)C2=O (configuration not stated) = 0.1	95	100	2	92	94	97	97
Shown for CC(=O)N1CCc2c(sc3c2c(=O)n(Cc2ccccc2)c(=O)n3CC(=O)NCC2CCCO2)C1 (configuration not stated) = -0.3	93	92	-1	103	86	95	94

Screens from PubChem BioAssay.

No enrichment for hits (roughly 3.9% active in at least one column).
